Screens as filed in PubChem BioAssay.
NCOA3 inh = inhibitors of human steroid receptor coactivator 3 (SRC3); HEK293 GAL4-SRC3 luciferase reporter, luminescence; inhibition, % at 3.6 µM; hit rate 0.17% among 360,000; AID 588352; Q9Y6Q9;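 active means inhibition above a per-campaign cutoff, the mean of all compounds plus 3 SD, cut at about 60% in these data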;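 further: 0% = DMSO-treated cells and 100% = gossypol-treated cells at 36 µM; higher means less SRC3-driven luciferase light from the GAL4 reporter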
MC4R barr agon = agonists of human melanocortin 4 receptor (MC4R) beta-arrestin; P32245; U2OS MC4R beta-arrestin complementation, luminescence; percent of melanotan II response, DMSO zero; activation, % at 8.9 µM; hit rate 0.98% among 360,000; AID 540308;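 active means activation above a per-plate cutoff, the mean activation of sample wells on that plate plus 3 SD, cut at about 8% in these data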
ABHD5-PLIN5 inh = inhibitors of human ABHD5-perilipin-5 interaction; Q00G26+Q8WTS1; Split G. princeps luciferase complementation, luminescence, 4 h; inhibition, % at 4 µM; hit rate 0.78% among 360,000; AID 602281;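 active means inhibition above the mean inhibition across every tested compound plus 3 SD, cut at about 22% in these data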;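 further: 0% = DMSO only wells and the 100% control is not disclosed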
TLR9-MyD88 block = inhibitors of human TLR9-MyD88 binding | CHO BLA complementation TLR9-MyD88, CCF4 FRET ratio | Q9NR96+Q99836 | inhibition, % at 4.98 µM | hit rate 0.21% among 340,000;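 active means inhibition above the mean over all tested compounds plus 3 SD, cut at about 21% in these data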;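 further: 0% = DMSO only wells and 100% = clavulanate BLA inhibitor control wells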
NOD2-RIPK2 inh = NOD2-RIPK2 protein interaction inhibition; O43353; CHO BLA complementation NOD2-RIPK2, CCF4 ratio; inhibition, % at 4.98 µM; hit rate 0.38% among 360,000; AID 624267; in the data active means inhibition above about 21%;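 further: 0% = vehicle only and 100% = reference blocker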
NR5A2 inv ag = NR5A2 inverse agonism in reporter assay | inhibition, % at 3.6 µM | HEK293T StAR-luciferase reporter, LRH-1 transfected, 24 h | O00482 | AID 602396 | hit rate 0.13% among 360,000;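 active means inhibition above the mean inhibition of all tested compounds plus 3 SD, cut at about 73% in these data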;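 further: 0% = DMSO wells and 100% = reporter-only cells lacking LRH-1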
NCOA1 inh = inhibits human SRC1 coactivator | HEK293 GAL4-SRC1 luciferase reporter, luminescence | inhibition, % at 3.6 µM | hit rate 0.12% among 360,000 | AID 588354;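 active means inhibition above the campaign mean plus 3 SD, with each screening campaign given its own cutoff, cut at about 60% in these data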;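 further: 0% = DMSO treated cells and 100% = gossypol at 36 µM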
MC4R antag cAMP = antagonists of human melanocortin 4 receptor (MC4R); inhibition, % at 6.5 µM; MC4R-expressing cells, MTII-stimulated cAMP, LANCE TR-FRET; hit rate 0.48% among 360,000; P32245;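 active means inhibition above its plate's cutoff, the mean of tested wells on that plate plus 3 SD, cut at about 29% in these data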;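 further: 0% = Melanotan II alone and 100% = Melanotan II plus saturating MCL0020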
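Material – human MC4R-expressing U2OS cells · Repeats – no replicates · Detection – TR-FRET with Eu-cAMP and labeled anti-cAMP, 671 nm · Times – compound 30 min, challenge 1 h, detection 1 h · Compound – single nominal compound dose of 6.5 µM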
COUP-TFII inh = blocks human COUP-TFII nuclear receptor. P24468. HEK293T NGFI-A luciferase reporter, luminescence. inhibition, % at 8.6 µM. hit rate 0.7% among 370,000. AID 686940;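 active means inhibition above a per-plate cutoff, mean inhibition of test wells between control levels plus 3 SD, cut at about 38% in these data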;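 further: cells cotransfected with COUP-TFII expression vector driving the NGFI-A reporter; 0% = median of COUP-TF2 test wells and 100% = reporter-only cells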
NCOA2 inhibitor = human SRC2 (NCOA2) inhibition; Q15596; HEK293 GAL4-SRC2 luciferase reporter, luminescence; inhibition, % at 9 µM; hit rate 0.17% among 370,000;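 active means inhibition above the mean inhibition of all tested compounds plus 3 SD, set per campaign, cut at about 52% in these data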;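 further: 0% = DMSO treated cells and 100% = cells given Gossypol at 36 µM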
Target sequence (Q15596 whole entry, looked up, the tested form may be a part): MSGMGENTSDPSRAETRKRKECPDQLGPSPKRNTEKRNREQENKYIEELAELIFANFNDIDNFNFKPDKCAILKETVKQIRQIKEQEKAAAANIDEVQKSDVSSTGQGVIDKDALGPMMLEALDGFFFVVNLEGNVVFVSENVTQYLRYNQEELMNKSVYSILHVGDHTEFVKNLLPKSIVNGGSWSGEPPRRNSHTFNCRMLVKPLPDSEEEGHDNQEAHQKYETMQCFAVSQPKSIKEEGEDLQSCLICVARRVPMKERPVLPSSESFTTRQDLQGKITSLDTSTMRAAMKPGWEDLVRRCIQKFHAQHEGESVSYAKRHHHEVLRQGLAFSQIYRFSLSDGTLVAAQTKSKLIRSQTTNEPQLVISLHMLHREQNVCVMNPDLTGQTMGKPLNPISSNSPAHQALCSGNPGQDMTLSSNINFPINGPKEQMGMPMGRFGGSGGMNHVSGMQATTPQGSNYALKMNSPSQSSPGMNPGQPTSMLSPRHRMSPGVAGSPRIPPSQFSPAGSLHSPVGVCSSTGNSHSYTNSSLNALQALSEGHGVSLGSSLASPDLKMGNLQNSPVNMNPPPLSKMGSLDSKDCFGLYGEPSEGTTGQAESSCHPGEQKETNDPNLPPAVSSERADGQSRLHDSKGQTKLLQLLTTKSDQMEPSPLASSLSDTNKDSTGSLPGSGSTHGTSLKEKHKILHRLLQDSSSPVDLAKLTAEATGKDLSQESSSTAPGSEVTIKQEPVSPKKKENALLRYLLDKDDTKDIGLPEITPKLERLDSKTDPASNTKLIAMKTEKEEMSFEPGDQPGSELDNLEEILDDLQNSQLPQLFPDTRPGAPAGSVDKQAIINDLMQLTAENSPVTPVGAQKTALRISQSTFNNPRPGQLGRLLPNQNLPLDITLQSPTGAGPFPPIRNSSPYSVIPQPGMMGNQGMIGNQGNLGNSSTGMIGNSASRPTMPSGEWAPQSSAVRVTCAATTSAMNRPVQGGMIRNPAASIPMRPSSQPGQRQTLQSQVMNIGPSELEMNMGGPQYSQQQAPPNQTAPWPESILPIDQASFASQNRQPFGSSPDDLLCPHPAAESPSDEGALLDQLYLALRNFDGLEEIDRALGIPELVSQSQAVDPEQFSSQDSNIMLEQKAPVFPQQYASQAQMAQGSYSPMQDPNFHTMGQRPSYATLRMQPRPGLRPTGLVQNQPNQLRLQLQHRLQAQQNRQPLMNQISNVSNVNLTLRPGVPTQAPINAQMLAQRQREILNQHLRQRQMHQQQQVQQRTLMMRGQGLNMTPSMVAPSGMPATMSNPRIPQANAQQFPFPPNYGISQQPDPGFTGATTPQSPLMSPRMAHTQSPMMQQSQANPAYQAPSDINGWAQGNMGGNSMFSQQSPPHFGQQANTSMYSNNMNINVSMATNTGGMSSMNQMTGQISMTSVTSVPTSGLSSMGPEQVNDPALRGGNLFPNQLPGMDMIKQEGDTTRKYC
EBV LMP1 NFkB = reduces LMP1-driven NF-kappaB luciferase signal. hit rate 0.69% among 350,000. LMP1-induced NF-kappaB luciferase reporter cells, luminescence. AID 504558. inhibition, % at 12.5 µM; in the data active means inhibition above about 41%;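 further: 0% = neutral control wells and 100% = reference inhibitor control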
* hit, by the source's call; . = not tested or not shown. The list is partial. The share of hits here may be higher or lower than overall.

NCOA3 inh | MC4R barr agon | ABHD5-PLIN5 inh | TLR9-MyD88 block | NOD2-RIPK2 inh | NR5A2 inv ag | NCOA1 inh | MC4R antag cAMP | COUP-TFII inh | molecule | NCOA2 inhibitor | EBV LMP1 NFkB
-22 | . | -5 | . | 1 | -12 | 0 | . | -5 | COCCNC(=O)c1cc2c(c(-c3cccc(C#Cc4ccc(OC)c(OC)c4)c3)n1)[C@@H](CCO)N(S(=O)C(C)(C)C)C2 (stereo not given in full) | -17 | .
-37 | -0.8 | -4 | 8 | -9 | -150 | -60 | -8 | -18 | COc1ccc(C(=O)Nc2nc(-c3cccs3)cs2)cc1 | -45 | -19
-84 | 3.3 | -6 | -9 | -2 | -120 | -93 | -5 | -49 | CC1=CCC(COC(=O)Nc2ccccc2)CC1 (stereo not given) | -10 | -42
16 | -1.8 | 3 | -1 | 10 | 4 | 1 | 9 | 21 | CC(CCc1ccccc1)NC(=O)CNC(=S)N(Cc1cccs1)C1CCCC1 (stereo not given) | 8 | 4
-56 | -1.1 | -1 | -12 | -1 | -106 | -104 | -4 | -69 | CN1CCN(c2ccc(NC(=O)c3ccc4c(c3)OCCO4)cc2Cl)CC1 | -43 | -33
-20 | . | -6 | . | -5 | -20 | 9 | . | -14 | C=CCN(CC=C)Cc1cc(=O)oc2cc(C)c(Cl)cc12 | 3 | .
-28 | 0.3 | -10 | -2 | 2 | 11 | -2 | -29 | -6 | CCN(CC)c1nc2c(c(=O)[nH]c(=O)n2C)n1CCOc1ccccc1 | -9 | 13
3 | 0.0 | 4 | -6 | 0 | 10 | 0 | 5 | 20 | O=C(O)Cc1ccc(NC(=O)c2ccc(Cl)c(Cl)c2)cc1 | 20 | 1
-84 | 0.3 | -4 | -2 | 4 | -18 | -86 | -2 | -22 | Oc1c(/C=N/c2ccccn2)sc2ccccc12 | -48 | -20
-1 | -2.7 | 1 | 1 | -13 | -37 | -20 | -2 | -5 | Cc1nc(NC(=O)C2CCCCC2C(=O)O)sc1C (stereo not given) | -12 | 0
15 | -0.2 | 12 | 6 | 4 | 13 | 8 | 9 | 12 | CC1CN=C(NS(=O)(=O)c2ccccc2)N1 (stereo not given) | -6 | -6
6 | 0.3 | -4 | -14 | 2 | 23 | -10 | -54 | -88 | COc1ccc(OC)c(-c2nnc3n2N=C(c2ccc(OC)c(OC4CCOC4)c2)CS3)c1 (stereo not given) | 16 | 26
-12 | 0.5 | -9 | -7 | -9 | -14 | -16 | 16 | 14 | O=C(CCS(=O)(=O)c1ccc(Cl)cc1)Nc1ccc(F)cc1 | 0 | -5
-9 | 1.3 | 25* | 2 | -6 | -45 | -31 | 0 | -16 | CCOc1ccc(NCc2nc3ccccc3n2CCOc2ccccc2)cc1 | -19 | -10
6 | 0.8 | 0 | -18 | -15 | -6 | 1 | 3 | 11 | COc1cc2c(cc1NC(=O)CN1CCN(S(=O)(=O)c3ccc(F)cc3)CC1)oc1ccccc12 | -1 | 1
6 | -1.2 | 0 | -15 | 4 | 8 | 2 | 2 | 9 | CCN(CC)C(=O)CN1C(=O)C2(OCC(C)(C)CO2)c2ccccc21 | 9 | 1
-16 | -6.3 | -2 | -2 | 5 | -15 | -11 | 5 | 6 | O=C(Nc1nnc(-c2ccccc2)o1)c1nc2ccccc2s1 | -24 | -9
8 | -1.9 | -1 | 7 | -4 | -13 | -1 | 10 | 0 | CCS(=O)(=O)N1CCN(c2cc3c(cc2[N+](=O)[O-])n(C)c(=O)n3C)CC1 | -4 | -13
10 | -0.7 | -19 | -4 | -3 | 0 | -2 | 2 | 18 | CC(C)(C)c1ccc(C2=NC(=O)C(CC(=O)O)S2)cc1 (stereo not given) | -3 | -2
11 | -0.9 | 3 | -1 | 9 | -6 | 5 | 7 | 6 | CCc1nc(NC(=O)Cc2csc(C)n2)sc1C(=O)OC | -8 | -2
2 | 0.2 | 12 | -2 | 16 | 9 | 3 | 5 | 7 | COc1ccc(OC)c2[nH]c(=O)c(CCNS(=O)(=O)c3ccc(Cl)cc3)cc12 | -11 | -7
8 | -2.4 | 0 | 2 | -7 | 13 | 7 | -6 | -4 | CCCc1nc2c(C)ccc(C)c2c(N)c1CC | -16 | -1
4 | 2.4 | 1 | -15 | -9 | 5 | -14 | 12 | -1 | O=C1/C(=C/c2cccnc2)N=C2CCCCCN12 | -9 | -3
-3 | 0.7 | 8 | -1 | -8 | -14 | 4 | 10 | -12 | CCC(=O)OCCCCCCOc1ccc(C(=O)O)cc1 | -24 | -9
-15 | 0.5 | 9 | -2 | 0 | 2 | -5 | -2 | -3 | N#Cc1ccc(COc2cccc3cccnc23)cc1 | -30 | -5
-37 | 14* | 8 | -10 | -10 | -92 | -34 | 4 | -15 | CCCCCCOc1ccc(/C(C)=N/NC2=NCCN2)cc1[N+](=O)[O-] | -18 | -39
21 | -1.7 | 0 | 0 | -2 | -2 | -10 | 6 | 5 | S=c1[nH]nc(-c2ccco2)n1C1CCCCC1 | 7 | 0
-17 | -1.8 | 5 | 2 | -9 | 17 | -6 | 0 | -15 | COc1cc(C=O)ccc1OCCOc1ccccc1[N+](=O)[O-] | -18 | -2
7 | -2.3 | -1 | 4 | 12 | 16 | -6 | 6 | 0 | CCNC(=O)CC1SC(=Nc2ccccc2C)N(C)C1=O (stereo not given) | 10 | -15
1 | 0.5 | -1 | -8 | 3 | -17 | -6 | 12 | 8 | CCOc1cc(N2CCOCC2)c(OCC)cc1NC(=O)c1nc2nc(C)cc(C)n2n1 | -48 | 12
19 | -0.7 | 0 | 13 | -7 | 14 | -7 | -1 | -15 | CC(=O)Nc1ccc(NC(=O)COc2ccc(Br)cc2C)cc1 | -6 | 5
0 | 6.1 | -2 | -4 | -3 | 11 | 11 | 11 | 10 | CC(NCC(O)c1ccc([N+](=O)[O-])cc1)C12CC3CC(CC(C3)C1)C2 (stereo not given) | 3 | 7
23 | -1.6 | 4 | 5 | -4 | -46 | 2 | 1 | 1 | O=C(CN1C(=O)C2CCc3[nH]c4ccccc4c3C2C1=O)N1CCCC1 (stereo not given) | 2 | -17
-14 | -0.7 | -4 | -22 | -1 | -8 | -7 | 12 | -8 | Cc1noc(C)c1C(=O)Nc1ccc(C#N)cc1 | -20 | 7
-21 | 2.5 | 8 | . | 4 | -28 | 0 | 13 | 8 | CCC(CC)C(=O)N(C)c1c(C)nc2c(OCC=C(C)C)cccn12 | 3 | .
3 | -0.5 | -4 | -6 | -7 | 16 | 5 | -6 | 11 | COCCNc1ncnc2c1nc1n2CCCC1 | -28 | 1
0 | 0.6 | -1 | -6 | 0 | -5 | -18 | -3 | -2 | O=C(CN1C(=O)c2ccccc2S1(=O)=O)N1CCc2ccccc2C1 | -4 | 5
-26 | 0.4 | -6 | 11 | 6 | -13 | -30 | -2 | -11 | O=C(CSc1ncnc2ccccc12)N1CCCC1 | -73 | -14
-10 | -1.6 | 14 | -2 | -7 | 3 | -6 | -6 | -4 | N#C/C(=C/c1ccc(C(=O)O)cc1)C(=O)NCc1ccccc1 | -23 | 9
10 | -0.8 | 0 | . | -4 | 19 | -17 | -9 | 4 | Cc1c(C(=O)NCc2cccc([N+](=O)[O-])c2)sc(=O)n1Cc1ccc(F)cc1 | -6 | .
-25 | -2.5 | 4 | . | -8 | -2 | -2 | -6 | 2 | CC(=O)OC[C@@H]1CN(Cc2ccccc2)C[C@H](n2cnc3c(NCc4ccco4)ncnc32)O1 | 3 | .
-4 | 2.1 | 12 | 4 | -2 | -7 | -8 | 7 | 5 | CCCN1C/C(=C/c2ccc3c(c2)OCO3)C(=O)/C(=C/c2ccc3c(c2)OCO3)C1 | -26 | -59
7 | 2.2 | 4 | -4 | 4 | 4 | 7 | 4 | 2 | Cc1ccc(N(CC(=O)O)C2SC(=O)NC2=O)cc1 (stereo not given) | -12 | -7
10 | -0.5 | 1 | -8 | -8 | -14 | 14 | 9 | 13 | COc1ccc2c(C)cc(C)nc2n1 | -26 | -3
15 | -1.9 | -4 | -4 | 7 | -4 | -5 | 8 | 5 | Cc1[nH]c(=S)c(C#N)c(-c2ccccc2)c1C(=O)Nc1ccccc1 | -18 | -1
2 | -0.6 | 28* | 3 | -7 | 17 | -10 | 2 | 2 | Cc1c(C(=O)N(Cc2ccco2)Cc2cccs2)oc2ccccc12 | 7 | 2
-13 | -2.3 | 1 | 1 | -6 | 12 | 3 | 8 | -3 | Cc1ccc(S(=O)(=O)N2CCN(C(=O)CSc3nc4ccccc4c(=O)[nH]3)CC2)c(C)c1 | -15 | -8
2 | -1.3 | 4 | -9 | 0 | 8 | -2 | 1 | 15 | COCCCNCCOCCOc1ccc(C)cc1[N+](=O)[O-] | -2 | 9
5 | -1.9 | -1 | -10 | -6 | 17 | 5 | 0 | 9 | Cc1ccc(S(=O)(=O)NCC(C)n2nc(C)nc2C)cc1 (stereo not given) | -18 | 0
-80 | 2.8 | -2 | -2 | -6 | -34 | -61 | -6 | -14 | Cc1ccccc1C(=O)Nc1ccc(Br)c(C)n1 | -56 | -20
1 | -2.0 | -13 | 7 | -8 | -7 | 8 | 11 | 13 | Cc1ccc(-n2ccnc(SCC(=O)NC3CCCC3)c2=O)cc1F | -4 | 2
7 | -0.5 | 1 | 4 | -10 | -11 | -3 | 15 | 16 | Cc1ccc(C)c(NC(=O)CSc2nc3nc(-c4cccs4)cc(C(F)(F)F)c3c(=O)[nH]2)c1 | 18 | -10
8 | -3.4 | 3 | -4 | 2 | -4 | 3 | 3 | -18 | O=C(COC(=O)c1ccccc1[N+](=O)[O-])Nc1cc(S(=O)(=O)N2CCOCC2)ccc1N1CCCC1 | -22 | -8
3 | -2.1 | -6 | -5 | 0 | -8 | 8 | -1 | 1 | Nc1ccc(C(=O)Nc2cccc(NC(=O)c3ccc(N)cc3)c2)cc1 | -14 | -7
4 | -4.0 | -6 | 6 | -14 | 15 | -38 | 4 | -3 | COc1cc(OC)cc(C(=O)NC(=S)NNC(=O)Cc2cccs2)c1 | 14 | -14
-34 | 0.9 | -1 | 3 | -4 | -14 | -10 | 13 | 8 | CC(=O)c1[nH]c(C)c(C(=O)N2CCCC(Nc3cccc(F)c3)C2)c1C (stereo not given) | -32 | -2
-15 | . | 5 | . | 4 | -4 | -4 | . | -5 | CC(=O)Nc1cccc(Nc2ccc(C#N)cc2)c1 | -17 | .
